Screening results deposited in PubChem by Broad Institute.
Cneo AK release: causes C. neoformans cell lysis; adenylate kinase release luminescence, 4 h; normalised: neutral wells 0, clomiphene wells 100; lysis activity, % at 15 µM; 360,000 tested, 0.2% active; AID 651654;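 active = mean lysis activity across replicates of at least 80%, whatever share of replicates individually reach that level; inactive = mean lysis activity below 80%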
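Assay system: C. neoformans cells. Amount: yeast cell density of 5 × 10^6 cells/mL. Technique: AK luminescence. Buffer or medium: YPD. Times: static 4 h at 37 °C with compound, 1 h detection. Dosing: single-point compound dose. Read-out: lysis from increased AK signal.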
LGR2 inh: Drosophila LGR2 receptor signaling inhibition; inhibition, % at 9.99 µM; AID 720647; 380,000 tested, 0.35% active; HEK293 LGR2, CRE-luciferase, bursicon-stimulated, 4 h;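 active = drop in luminescence signal, shown as inhibition above about 50% in the replicate tests, limit read from the data, passing the limit was not always enough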;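 note: agonist challenge used bursicon conditioned medium at about half maximal strength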
PAX8 reporter: PAX8 transcriptional activity inhibition. RMG-I TPO-luciferase reporter, SteadyGlo, 24 h. inhibition, % at 12.6 µM. 360,000 tested, 1.2% active. AID 652154;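 active = mean replicate inhibition at least 60% with every replicate also reaching 60%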;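 note: luciferase light reporting Pax8 driven TPO promoter activity; plate controls were median of neutral control wells for no effect and mitoxantrone controls for full effect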
C2C12 statin: suppression of simvastatin myotoxicity. C2C12 myotubes + simvastatin, ATP luminescence, 48 h; scaled: DMSO 0, geranylgeraniol control 100. rescue of ATP level, % at 7.49 µM. 330,000 tested, 0.78% active;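 active = mean ATP rescue above about 67%, or every replicate alone reaching that limit, limit read from the data, passing the limit was not always enough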;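 note: myotubes were challenged with 10 µM simvastatin during compound exposure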
PGC1a acetyl inh: PGC1a acetylation modulation, inhibitor mode; U2OS PGC1a acetylation, AlphaScreen anti-acetyl-lysine; with virally co-expressed GCN5 acetyltransferase; inhibition, % at 15.6 µM; 350,000 tested, 0.17% active; AID 651687;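 active = every replicate shows inhibition of at least 40%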;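 note: 0% = neutral control wells and 100% = positive control wells; some results beyond the cut were filed as inactive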
ARNT TACC3 PPI: ARNT/TACC3 interaction disruption; inhibition, % at 9.99 µM; Q9Y6A5; 390,000 tested, 0.66% active; AlphaScreen His-ARNT PAS-B/GST-TACC3 binding, luminescence; TACC3 fragment carries E629A point mutation;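 active = mean inhibition of replicates at least 50% and at least half of replicates each reaching 50%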;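 note: 0% = complete ARNT plus TACC3 wells and 100% = ARNT alone without TACC3; many hits fall short of the cut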
INS-1E GSIS act: primary screen for activators of insulin secretion dependent on glucose, INS-1E cells, GLuc reporter luminescence; INS-1E GLuc reporter insulin secretion, 2-3 h; activation, % at 16.6 µM; 370,000 tested, 0.61% active; AID 743287;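 active = lowest replicate activation of at least 40%, so every replicate reaches that level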;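 note: 0% = median of neutral control wells and 100% = median of IBMX positive control wells; some compounds called inactive have numbers as strong as hits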
PglD inh: PglD (C. jejuni) enzyme inhibition. AID 602405. 360,000 tested, 0.098% active. purified PglD enzyme, DTNB colorimetric CoA detection. inhibition, % at 12.5 µM; in the data active = inhibition above about 16%, passing the limit was not always enough; note: strong numbers were not always called active
Starred values were filed as active, the others as inactive; . = not tested or not shown.

Under each structure – Cneo AK release	PglD inh	PGC1a acetyl inh	LGR2 inh	PAX8 reporter	ARNT TACC3 PPI	C2C12 statin	INS-1E GSIS act
CC(C)(Oc1ccc(Cl)cc1)C(=O)Nc1ccc2oc(-c3ccncc3)nc2c1
 : -1	-4	-8	.	.	-7	-8	.
O=C(NCCN1CCOCC1)c1ccc(S(=O)(=O)Nc2ccccc2)cc1
 : 2	1	-6	-13	-5	-3	9	-20
O=S(=O)(Nn1cnnc1)c1ccc2ccccc2c1
 : 0	-3	-2	10	2	-13	-2	23
O=C(Nc1ccccc1C(=O)NCc1ccco1)c1ccccc1
 : 1	1	3	.	.	-4	12	.
Cc1ccc2nc3c(cc(C(=O)NCC4CCCO4)c(=N)n3CCCOC(C)C)c(=O)n2c1 (stereo not drawn)
 : -2	3	-5	.	.	3	.	-6
CCOC(=O)C1CCCN(C(=O)COc2ccc(S(=O)(=O)N3CCOCC3)cc2)C1 (stereo not drawn)
 : 1	-4	-5	-6	-8	5	9	3
COc1ccc(S(=O)(=O)N[C@H](C(=O)O)C(C)C)cc1
 : -1	0	13	.	.	-2	-13	.
CCc1ccc(-n2c(SCC(=O)c3ccc4c(c3)NC(=O)CO4)nc3ccccc3c2=O)cc1
 : .	.	12	-3	-5	-1	-34	-1
Cc1ccc(-c2ccc3c(c2)O[C@@H](CN(C)C(=O)CN(C)C)[C@@H](C)CN([C@@H](C)CO)S3(=O)=O)cc1
 : 2	-3	-19	-5	.	5	3	13
CN(C(=O)c1ccc2c(c1)CCO2)C(C)(C)C
 : 3	-2	-15	-6	13	.	.	.
CN(c1ccccc1)S(=O)(=O)c1cc(C(=O)N2CCN(c3ncccn3)CC2)ccc1Cl
 : 0	-1	.	11	25	29	-4	5
Cc1ccc(C(=O)Nc2ccccc2N2CCCC2)cc1
 : 3	0	6	6	15	3	14	-5
CC(=O)NC1=NN(C(C)=O)C(C)(c2ccc(C)cc2)S1 (stereo not drawn)
 : 0	-2	.	-1	11	.	.	3
Fc1ccccc1Nc1nc(NCc2ccco2)nc(N2CCOCC2)n1
 : .	.	-7	-3	23	6	-3	-4
Cc1ccnc(NS(=O)(=O)c2ccc(NC(=O)c3oc4ccccc4c3C)cc2)n1
 : 3	-3	-1	5	4	-7	.	-8

The closing 2 entries of the section before come first, to join the parts:
Under each structure – Cneo AK release	PglD inh	PGC1a acetyl inh	LGR2 inh	PAX8 reporter	ARNT TACC3 PPI	C2C12 statin	INS-1E GSIS act
Fc1ccccc1Nc1nc(NCc2ccco2)nc(N2CCOCC2)n1
 : .	.	-7	-3	23	6	-3	-4
Cc1ccnc(NS(=O)(=O)c2ccc(NC(=O)c3oc4ccccc4c3C)cc2)n1
 : 3	-3	-1	5	4	-7	.	-8
CC(=O)c1sc(NC(=O)c2cccnc2Cl)nc1C
 : .	.	.	11	-22	-1	.	-1
COc1ccc(OC)c(NC(=O)CN2C(=O)NC3(CCOc4ccccc43)C2=O)c1 (stereo not drawn)
 : 2	4	2	.	.	4	7	.
Brc1ccccc1OCCNCc1ccccc1
 : .	.	7	34	-11	-4	.	-5
COc1cc(OC)nc(NC(=O)NS(=O)(=O)c2ccccc2Cl)n1
 : -1	0	5	3	-10	12	-18	-5
O=[N+]([O-])c1ccccc1/C=N\Nc1nccs1
 : 4	-1	7	-8	-1	4	12	4
CSc1nncn1/N=C/c1ccc([N+](=O)[O-])cc1
 : .	.	-7	-10	4	2	.	15
Cc1ccc(-c2cc(Cc3ccncc3)c(=O)[nH]n2)cc1
 : 0	0	-9	6	-16	-2	.	12
COc1ccc(-c2[nH]ncc2CN2CCC(OCc3ccccn3)CC2)c(F)c1
 : -3	-5	-3	-1	15	7	-11	4
CC1(C)CC(=O)N(c2ccc(Cl)c(Cl)c2)C(=O)C1
 : 0	-1	-8	0	-3	-10	2	-28
COc1ccc(-c2csc(C(O)c3ccccc3)n2)cc1 (stereo not drawn)
 : -5	-4	-12	-89	-173	.	6	-7
O=C(Nc1cccc(Cl)c1)c1ccc(Cn2cc(Cl)cn2)cc1
 : -5	-1	-8	-22	-26	-4	.	-19
COc1ccc(Cl)cc1NC(=O)Cn1c(=O)n2nc(C)nc2c2ccccc21
 : 0	5	-3	0	11	-1	9	0
Cc1ccccc1S(=O)(=O)NCC[C@H]1CC[C@H](NC(=O)Nc2cccc(F)c2)[C@@H](CO)O1
 : -5	3	-3	-8	10	0	-5	-13
Cc1cc[n+]2cc(-c3cccc([N+](=O)[O-])c3)c(-c3cccc([N+](=O)[O-])c3)cc2c1
 : 3	-4	5	-23	11	4	.	18
CC1=C[C@@H](C)[C@@H](c2ccccc2)OC1=O
 : 3	-2	.	.	-8	.	3	.
C[C@H]1CN([C@@H](C)CO)C(=O)c2cccc(NC(=O)C3CCCCC3)c2O[C@@H]1CN(C)S(=O)(=O)c1ccc(F)cc1
 : -5	-1	6	-5	.	-5	17	18
N#Cc1c(-c2ccc(F)cc2)cc(-c2cccnc2)nc1N
 : 4	0	.	-15	-29	.	.	.
COc1ccc(-c2cc3c(=O)n(CC(=O)N4CCCCC4)ncn3n2)cc1
 : 0	-4	0	10	-52	3	1	3
Cc1[nH]c2ccc(F)cc2c1CCN(Cc1cccnc1)C(=S)Nc1ccc(F)cc1
 : -1	-7	.	22	10	1	-11	-22
O=C(COc1ccccc1F)NCC(c1ccco1)N1CCCC1 (stereo not drawn)
 : .	.	-1	-7	18	4	.	-11
O=C(C1CCCC1)N1CCCCN2[C@H](C1)[C@H](c1ccc(-c3ccncc3)cc1)[C@@H]2CO
 : -1	-41	-6	.	15	-5	.	.
C[C@H]1CN([C@@H](C)CO)C(=O)Cc2cc(NS(=O)(=O)c3cn(C)cn3)ccc2O[C@H]1CN(C)Cc1ccc(C(=O)Nc2ccccc2N)cc1
 : .	.	3	-2	-17	.	.	-2
O=C1CCc2cc(Br)ccc2O1
 : -3	13	3	-28	21	-24	8	.
Cc1ccc(S(=O)(=O)N2CC(O)CC2C(=O)Nc2ccc3c(c2)CCC3)cc1 (stereo not drawn)
 : 2	-2	0	.	.	-3	2	.
Cc1nc(C(C)N(C)Cc2nc(-c3ccc4c(c3)OCO4)no2)c(C)s1 (stereo not drawn)
 : .	.	97*	-15	-92	1	20	-6
CC(=O)Oc1cccc(N2C(=O)c3ccc(C(=O)Nc4cccnc4)cc3C2=O)c1
 : .	.	2	-17	9	3	.	6
COc1ccccc1C(=O)N1CCC(N2CCN(c3ccccc3OC)CC2)CC1
 : .	.	.	18	13	-12	.	-8
O=C(/C=C\c1cn(-c2ccccc2)nc1-c1ccccc1)Nc1nccs1
 : .	.	.	-16	-13	-3	.	47*
O=C(NCc1ccc2c(c1)OCO2)C1CCN(c2nccc(C(F)(F)F)n2)CC1
 : 1	2	-5	11	-21	0	14	.
CC1(C(=O)NCC2CCOCC2)Cc2c(-c3cccc(C(N)=O)c3)ccnc2O1 (stereo not drawn)
 : -1	3	1	-21	14	.	3	4
O=C(COC(=O)c1cccs1)Nc1ccccc1Cl
 : -2	0	5	-15	13	-5	-25	5
COc1ccc(NC(=O)N(C)C[C@H]2Oc3ccc(NC(=O)C4CC4)cc3C(=O)N([C@@H](C)CO)C[C@@H]2C)cc1
 : -1	-3	22	-1	-32	19	45	6
Cc1ccc(/C=C2\C(=O)Nc3ccccc32)o1
 : .	.	.	-8	29	10	.	-15
C[C@H](C(=O)N(C)C[C@@H]1OCc2ccccc2-c2ccccc2C(=O)N([C@H](C)CO)C[C@@H]1C)c1ccccc1
 : .	.	2	-15	9	.	-13	-17
CCc1nc2c(cnn2-c2ccc(Cl)cc2)c(=O)n1-c1ccc(OC)cc1
 : -1	12	-4	.	-2	-5	-8	.
Cc1cccc(NC(=O)CSCC(=O)Nc2ccccc2C(=O)N2CCCCC2)c1
 : 2	2	5	-5	-5	.	1	-5
COC(=O)c1ccc(C23CC4(C2)[C@H](CN(Cc2ccc(C(F)(F)F)cc2)[C@@H]4c2ccccc2)C3c2ccccc2)cc1 (stereo partly drawn)
 : 0	-5	.	.	.	1	6	.
CCc1ccc(C(=O)NCc2ccc(Cl)cc2Cl)cc1
 : 2	-4	9	4	-7	-8	.	0
Cc1cccc(NC(=S)NCCc2ccc(F)cc2)c1C
 : .	.	.	14	-14	5	1	-25
Cc1cc(C)n2nc(C(=O)OCC(=O)N3CCC3)nc2n1
 : .	.	.	-10	12	-9	.	4
O=c1[nH]c(=O)n(-c2ccccc2)c2c1C(C(F)(F)F)(C(F)(F)F)N=C(C1CCCCC1)N2
 : 2	-1	.	1	15	-2	.	-17
C[C@@H]1CN([C@H](C)CO)C(=O)Cc2cc(NS(=O)(=O)c3ccc(F)cc3)ccc2O[C@H]1CN(C)S(=O)(=O)c1cccs1
 : -1	3	-8	-3	-1	-3	-15	2
O=C(Cc1ccccc1)N(c1ccccc1)c1ccccc1
 : 7	4	-8	-5	.	-2	-11	3
COc1ccccc1C(=O)C1CCCN(C(=O)C2CCCC2)C1 (stereo not drawn)
 : .	.	.	2	8	-2	10	14
CC=Cc1ccc2n(c1=O)C[C@H]1[C@H](CO)[C@@H](C(=O)N[C@H](C)c3ccccc3)N(C(=O)c3ccccn3)[C@@H]21 (mixture of isomers)
 : 0	-1	.	-8	-1	35	-19	5
COc1ccc(S(=O)(=O)Nc2ccc3c(c2)C(=O)N([C@@H](C)CO)C[C@H](C)[C@@H](CN(C)S(C)(=O)=O)OCCCC[C@@H](C)O3)cc1
 : 1	-3	6	-1	7	10	.	-4
Cc1ccc(C(=O)OCC(=O)NCCc2ccccc2)cc1S(=O)(=O)N1CCOCC1
 : 1	10	5	-6	-3	.	2	-5
O=C(CSc1nnc(Cc2ccccc2)n1-c1cccc(Cl)c1)N1CCOCC1
 : -3	0	-1	.	9	-13	-3	.
CC(C)C#Cc1ccc2c(c1)O[C@H](CN(C)C(=O)c1cccnc1)[C@H](C)CN([C@H](C)CO)S2(=O)=O
 : 3	0	-11	-3	.	3	7	3
COc1ccc(S(=O)(=O)N2CCC(C(=O)NCC3CCCO3)CC2)cc1OC (stereo not drawn)
 : .	.	4	-6	9	2	.	8
C[C@@H]1CCCCO[C@H](CN(C)C(=O)c2ccccc2)[C@@H](C)CN([C@@H](C)CO)C(=O)c2cc(NC(=O)C3CCCCC3)ccc2O1
 : 0	-1	4	26	6	-9	15	-10
Cc1ccc(NC(=O)Nc2cccs2)cc1
 : -2	13	8	-77	.	-7	-18	-6
